# Tb PFK inh: inhibitors of T. brucei phosphofructokinase. hit rate 0.17% among 330,000. Potency, µM (series often up to 57.5 µM), inactives show at the top dose activity, negative = inhibition, usual class: inhibitors. T. brucei PFK, ADP-Glo luminescence. AID 485367;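 note: potency is the fitted concentration of half-maximal effect; 0% = uninhibited 1x PFK enzyme wells and -100% = no-enzyme wells; nearly all actives have a fitted effect of over 60% in size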
# Target sequence (O15648 whole entry, looked up): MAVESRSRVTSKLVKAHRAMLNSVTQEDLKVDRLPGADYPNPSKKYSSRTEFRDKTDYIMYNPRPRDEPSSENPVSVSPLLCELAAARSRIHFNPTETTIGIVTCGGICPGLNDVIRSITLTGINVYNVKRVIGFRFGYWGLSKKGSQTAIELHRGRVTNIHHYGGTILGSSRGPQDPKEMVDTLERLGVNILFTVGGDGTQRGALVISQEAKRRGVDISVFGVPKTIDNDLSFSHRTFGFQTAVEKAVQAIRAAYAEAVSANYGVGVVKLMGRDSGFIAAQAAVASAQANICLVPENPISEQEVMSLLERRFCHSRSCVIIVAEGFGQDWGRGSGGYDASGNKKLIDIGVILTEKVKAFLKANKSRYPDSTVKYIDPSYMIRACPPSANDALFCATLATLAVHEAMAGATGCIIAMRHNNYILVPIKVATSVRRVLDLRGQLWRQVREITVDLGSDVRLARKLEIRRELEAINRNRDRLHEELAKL
#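 Luminescent ADP detection (ADP-Glo, two-step: ATP depletion then ADP-to-ATP conversion for luciferase) reported PFK activity after 45 min room-temperature reaction of 1.25 nM enzyme with 0.5 mM F6P and 0.1 mM ATP at pH 8.0.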
# TSHR antag: human thyrotropin receptor antagonism; P16473; TSHR-expressing cells, TSH-stimulated cAMP HTRF, 2 h; active compounds read low; AID 504810; hit rate 0.2% among 330,000; activity change, negative = inhibition, % at 11.5 µM;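 active = activity change below a set negative limit, meaning inhibition stronger than a set level, cut at about -70% in these data; inconclusive = activity change between two set negative limits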; note: % is set by controls: 0 for no effect and ±100 for the full control effect
#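 Inhibition of cAMP made by TSHR-expressing cells under TSH stimulation (4nM final, EC80; 2 h, 37 deg C) is quantified with a one-step lysis HTRF kit, anti-cAMP cryptate versus cAMP-d2.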
# BCR signal inh: blocks chronic active B-cell receptor signaling; hit rate 0.05% among 340,000; AID 493014; Potency, µM (titrated, usually from 46.1 µM), inactives show at the highest dose ratio change, negative = lower green/red ratio, most hits filed as inhibitors; ABC-DLBCL IkBa-CBG/CBR reporter, luminescence ratio, 4 h; active = well fitted inhibition curve with a large enough effect in the signal ratio, with a control signal flat, not every such curve was filed as active; inconclusive = small, poorly fitted or top-dose-only effect, or effect the other way, or a change in a side signal; the % refers to the signal ratio;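 note: potency is the fitted concentration of half-maximal effect; plate controls were basal doxycycline-induced cells for no effect and cells given 10 µM MG132 for full effect; MG132 reads +100%, hits lower the ratio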
#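 Cell line TMD8 (human ABC DLBCL), stably expressing tet-inducible CBG68-IkBa fusion and CBR; IMDM/0.5% FBS; cpd up to 46 uM; dox induction, 4 h, 37C/5% CO2; dual luminescence; green/red ratio; MG132 control.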
# Coupling enz: counter-screen for Giardia aldolase inhibitors: coupling enzyme system. coupling enzyme system counterscreen, AmpLite Red fluorescence. activity change, negative = inhibition, % at 58.2 µM, hits read low. hit rate 0.67% among 290,000; in the data active = activity change below about -30%; note: % is set by controls: 0 for no effect and ±100 for the full control effect
#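 Compounds tested against the coupling enzymes alone at 57.5 uM final; readout was AmpLite Red fluorescence (525/598 nm) after 20 min at RT.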
# KCNH2 WT inh: KCNH2 (human, wildtype) channel inhibition. AID 720551. activity change, % at 1.84 µM. Q12809. U2OS, BacMam KCNH2, thallium flux FluxOr; active compounds read low. hit rate 0.37% among 340,000;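 active = maximum activity change below -70%; inconclusive = maximum activity change between -70% and -50%; inactive = maximum activity change above -50%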; note: % is set by controls: 0 for no effect and ±100 for the full control effect
#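 U2OS cells were transduced with wild-type KCNH2 virus (2.03 x 10^8 / mL) for 4 h at room temperature, then cultured overnight at 37 C. Thallium flux was read with FluxOr dye. Rate constants were normalized to DMSO controls.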
# Giardia killer: Giardia lamblia killing | Giardia lamblia trophozoite viability | activity change, % at 7.66 µM, hits read low | hit rate 0.15% among 340,000; in the data active = activity change below about -80%; inconclusive = between about -30% and that limit;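 note: parasites exposed to compound for two days anaerobically before the ATP read; % is set by controls: 0 for no effect and ±100 for the full control effect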
#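 Viability, read as ATP luminescence: trophozoites at 100 cells/well, compound added, 48 hrs anaerobic at 37 deg C, then 15-30 min room-temperature development before reading.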
# MLL CXXC-DNA inh: inhibitors of human MLL CXXC domain-DNA interaction; Potency, µM (top dose mostly 115 µM), for the others: at the highest dose activity change, negative = inhibition, actives largely listed as inhibitors; Q03164; MLL-CXXC / FITC-HOXA9 DNA fluorescence polarization; hit rate 0.037% among 290,000; active = well fitted inhibition curve with a large enough effect in the polarisation, with a control signal flat, not every such curve was filed as active; inconclusive = small, poorly fitted or top-dose-only effect, or effect the other way, or a change in a side signal; inactive = no such curve, though single readings can be large or run the other way; the % refers to the polarisation; note: potency is the fitted concentration of half-maximal effect
#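 Fluorescence polarization: 7 uM MLL-CXXC (stock) preincubated 5 min with compounds, then 50 nM fluorescein-HOX-A9 DNA (stock) added; 30 min ambient. Buffer 50 mM Tris-HCl pH 7.5, 50 mM NaCl, 1 mM DTT, 0.05% BSA.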
# GALK inhibitor: inhibitors of human galactokinase; hit rate 0.007% among 270,000; Purified GALK, Kinase-Glo residual ATP luminescence; Potency, µM (series often up to 57.5 µM), without a hit: top-dose activity change, negative = inhibition, hits mostly inhibitors; P51570; note: potency is the fitted concentration of half-maximal effect; % is set by controls: 0 for no effect and ±100 for the full control effect
# Target sequence (P51570 whole entry, looked up): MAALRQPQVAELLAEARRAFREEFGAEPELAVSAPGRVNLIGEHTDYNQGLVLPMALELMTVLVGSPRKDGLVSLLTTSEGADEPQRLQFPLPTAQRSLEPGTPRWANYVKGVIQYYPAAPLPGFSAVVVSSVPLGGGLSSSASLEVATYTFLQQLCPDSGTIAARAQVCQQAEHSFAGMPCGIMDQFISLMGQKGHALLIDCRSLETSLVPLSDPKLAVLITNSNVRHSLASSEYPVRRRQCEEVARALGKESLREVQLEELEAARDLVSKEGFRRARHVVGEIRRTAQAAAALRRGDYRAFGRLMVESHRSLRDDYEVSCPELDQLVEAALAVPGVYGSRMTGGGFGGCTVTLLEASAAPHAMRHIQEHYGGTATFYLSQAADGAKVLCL
#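 Luminescence from leftover ATP (Ultra-Glo luciferase/luciferin) served as read-out after a 1 h room-temperature reaction of 5 nM GALK with 35 uM ATP and 100 uM galactose.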
# AT treatment: potential ataxia-telangiectasia treatments restoring KAP-1 phosphorylation. […] A-T fibroblasts, KAP-1 phosphorylation AlphaLISA; neocarzinostatin DNA damage 30 min before lysis. Potency, µM (doses to about 57.5 µM), for the others: top-dose activation, most hits filed as activators. hit rate 0.19% among 320,000. AID 485349; note: potency is the fitted concentration of half-maximal effect; % of control where 0% means no effect; nearly all actives have a fitted effect of over 45% in size
#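 ATM-like activity read as KAP-1 phosphorylation via AlphaLISA donor/acceptor antibody pairs after lysis and 6 hr at 25C. Cells were ATM-null patient fibroblasts ([…], hTERT), dosed 60 min, then exposed to the DSB inducer NCS for 30 min.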
# TCR activator: activators of T cell receptors | primary human leukocytes, anti-CD3, IL-2 HTRF, 48 h | Potency, µM (doses to about 9.22 µM), without a hit: at the top dose activation of IL-2 secretion, most hits filed as activators | 330,000 tested, under 10 active | AID 504894; note: % of control where 0% means no effect
#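 48 hr co-incubation of compounds, a-CD3 beads and primary human leukocytes; IL-2 quantified homogeneously by HTRF with anti-IL-2 K and d2 conjugates.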
# The depositor's hits bear a star; ? = inconclusive; / = not tested or not shown; [ ] = dose if it differs, or a comment. Unless noted, calls come from the whole dose curve; as a rule, active = well fitted curve in the direction sought with a large enough effect; inconclusive = small, poorly fitted or top-dose-only effect, or another doubt; inactive = no such curve, though single readings can be large; an effect the other way counts as inactive or inconclusive.
# Each structure is followed by: Tb PFK inh, TSHR antag, BCR signal inh, Coupling enz, KCNH2 WT inh, Giardia killer, MLL CXXC-DNA inh, GALK inhibitor, AT treatment, TCR activator
1) CC(=O)NN1C(=O)c2ccc(Oc3ccc4c(c3)C(=O)N(NC(C)=O)C4=O)cc2C1=O
→ 0%, 1, 0%, -1, /, /, 1%, 2%, 1%, /
2) Cn1c(CNc2ccc(Cl)cc2)nnc1SCCN1CCCCC1
→ -4%, -10, 2%, 1, 5, -6, -3%, 0%, 1%, -6%[46.1 µM]
3) COc1ccc([N+](=O)[O-])cc1NC(=O)Cc1ccc(C)cc1
→ -3%, 8, -7%, -3, -4, 9, -3%, -1%, 4%, 1%[46.1 µM]
4) CCOC(=O)C1CCN(Cc2cnc(Oc3ccc(OC)cc3)s2)CC1
→ -1%, 21, 4%, 2, 5, -7, -1%, -1%, 4%, 7%
5) O=C1N(c2ccccc2)C2CS(=O)(=O)CC2N1c1ccc(Br)cc1 (stereo not drawn)
→ ?, 4, ?, 0, -2, -10, -2%, 1%, 1%, 4%
6) COC(=O)CC(c1ccccc1F)N1Cc2ccccc2C1=O (stereo not drawn)
→ 4%, 28, ?, 1, 13, 7, -16%, -4%, -9%, -1%
7) O=C(/C=C/c1ccc(Cl)cc1)N1CCN(c2ccccn2)CC1
→ -9%, 2, 3%, 2, 22, 17, -3%, /, -1%, 5%
8) CC1CCN(C(=O)C2CCC(=O)N(Cc3ccc(Cl)cc3)C2)CC1 (stereo not drawn)
→ 2%, 3, 4%, /, -2, 3, -8%, 3%, 2%, -3%
9) O=[N+]([O-])c1cccc(-c2ccc(SCc3ccccn3)nn2)c1
→ -6%, -5, 1%, 1, -3, -25, 3%, 0%, -3%, 2%
10) O=C(C1CCN(S(=O)(=O)c2cccs2)CC1)N(c1ccccn1)C1CCCCC1
→ -1%, -5, -12%, 3, -9, -2, -1%, 0%, 4%, -2%
11) CN(CC1COc2ccccc2O1)C(=O)CSc1nncs1 (stereo not drawn)
→ -5%, -12, -3%, /, -7, -8, /, /, 4%, 0%
12) CCNC(=O)N1c2ccc(OC)cc2C(C)=CC1(C)C
→ 0%, 2, -17%, -40*, -12, -2, 6%, 1%, -6%, -1%
13) O=C(CCC1CCCC1)NNC(=O)c1ccccc1O
→ 0%, 6, ?, /, -2, -12, /, /, 3%, 2%
14) S=c1[nH]nc(/C=C/c2ccccc2)o1
→ 23%, -6, ?, 12, /, -5, 6%, 6%, -1%, 5%
15) COc1ccc(N(CC(=O)NCc2ccco2)S(=O)(=O)c2ccc(C)cc2)cc1
→ -3%, 27, 3%, 1, 5, -28, -2%, -1%, -2%, 0%
16) O=C(COC(=O)COc1cccc(Br)c1)Nc1ccc(F)cc1F
→ -5%, -11, 0%, /, -3, -3, /, /, 8%, 1%
17) Cc1c(OCC(=O)N(C)C)ccc2c3c(c(=O)oc12)CCCCC3
→ -19%, 11, -3%, 0, /, 11, 4%, 3%, 2%, 0%
18) Cc1ccc2nc(SCC(=O)Nc3ccc(F)cc3F)nc(=O)n2c1
→ -6%, 14, ?, /, -7, -4, /, /, 2%, 0%
19) O=[N+]([O-])c1ccc(NCCCNS(=O)(=O)c2ccccc2)c(Cl)c1
→ 4%, -5, 5%, 1, 5, ?, 1%, 1%, 3%, -2%[46.1 µM]
20) CCC(C)C(=O)Nc1nc(C)c(-c2csc(Nc3ccccc3OC)n2)s1 (stereo not drawn)
→ 5%, -11, 3%, -6, -8, 13, 0%, -2%, 1%, 1%

# Part of the list above in order of count of non-hydrogen atoms, smallest number first:
# Each structure is followed by: Tb PFK inh, TSHR antag, BCR signal inh, Coupling enz, KCNH2 WT inh, Giardia killer, MLL CXXC-DNA inh, GALK inhibitor, AT treatment, TCR activator
14) S=c1[nH]nc(/C=C/c2ccccc2)o1
→ 23%, -6, ?, 12, /, -5, 6%, 6%, -1%, 5%
12) CCNC(=O)N1c2ccc(OC)cc2C(C)=CC1(C)C
→ 0%, 2, -17%, -40*, -12, -2, 6%, 1%, -6%, -1%
3) COc1ccc([N+](=O)[O-])cc1NC(=O)Cc1ccc(C)cc1
→ -3%, 8, -7%, -3, -4, 9, -3%, -1%, 4%, 1%[46.1 µM]
7) O=C(/C=C/c1ccc(Cl)cc1)N1CCN(c2ccccn2)CC1
→ -9%, 2, 3%, 2, 22, 17, -3%, /, -1%, 5%
17) Cc1c(OCC(=O)N(C)C)ccc2c3c(c(=O)oc12)CCCCC3
→ -19%, 11, -3%, 0, /, 11, 4%, 3%, 2%, 0%
18) Cc1ccc2nc(SCC(=O)Nc3ccc(F)cc3F)nc(=O)n2c1
→ -6%, 14, ?, /, -7, -4, /, /, 2%, 0%
4) CCOC(=O)C1CCN(Cc2cnc(Oc3ccc(OC)cc3)s2)CC1
→ -1%, 21, 4%, 2, 5, -7, -1%, -1%, 4%, 7%
20) CCC(C)C(=O)Nc1nc(C)c(-c2csc(Nc3ccccc3OC)n2)s1 (stereo not drawn)
→ 5%, -11, 3%, -6, -8, 13, 0%, -2%, 1%, 1%
10) O=C(C1CCN(S(=O)(=O)c2cccs2)CC1)N(c1ccccn1)C1CCCCC1
→ -1%, -5, -12%, 3, -9, -2, -1%, 0%, 4%, -2%
1) CC(=O)NN1C(=O)c2ccc(Oc3ccc4c(c3)C(=O)N(NC(C)=O)C4=O)cc2C1=O
→ 0%, 1, 0%, -1, /, /, 1%, 2%, 1%, /

# (more compounds)
# Each structure is followed by: Tb PFK inh, TSHR antag, BCR signal inh, Coupling enz, KCNH2 WT inh, Giardia killer, MLL CXXC-DNA inh, GALK inhibitor, AT treatment, TCR activator
21) COc1ccccc1NC(=O)C1CCN(S(=O)(=O)c2cccs2)CC1
→ 0%, -12, 0%, /, -12, 17, /, /, -5%, -2%
22) Cc1ccc2c(c1)CCCN2C(=O)CCc1nc2ccccc2c(=O)[nH]1
→ 0%, 14, -9%, /, 4, 21, /, /, 11%, -1%
23) Cc1cccc(NC(=O)CN2CCN(C(=O)C3CCC3)CC2)c1C
→ 0%, -21, 1%, /, 15, -21, /, /, 6%, -4%
24) O=C(Nc1ncc([N+](=O)[O-])s1)c1ccco1
→ 3%, -1, ?, /, 4, -90*, 15%, 0%, -4%, -3%
25) O=C(Cc1ccc(Cl)cc1)NNC(=O)C1CC=CCC1C(=O)O (stereo not drawn)
→ 1%, 12, 0%, 1, /, /, 9%, -8%, 28%, /
26) O=c1cc(N2CCN(c3ccccc3)CC2)[nH]c(=O)n1-c1ccccc1
→ -5%, -3, 1%, 1, 13, -7, 4%, 6%, 0%, -1%
27) COc1cccc(N(C(=O)c2cnccn2)C(C(=O)NC2CCCCC2)c2ccc(Cl)cc2)c1 (stereo not drawn)
→ -3%, -22, -12%, 3, -11, 15, ?, 1%, 11%, -1%
28) O=C(CCCN1C(=O)CCC1=O)Nc1ccc(Cl)c(C(F)(F)F)c1
→ -18%, 1, 11%, 0, 1, -29, 1%, 0%, -3%, 3%
29) O=C(N/C(=C\c1ccccc1)C(=O)N1CCOCC1)c1ccco1
→ 2%, 5, 1%, 0, -3, -10, 65%, 2%, -1%, 8%
30) CC(=O)c1ccc(NC(=O)CSc2ccc(-c3ccco3)nn2)cc1
→ -15%, -6, -6%, /, -2, -17, 10%, -3%, 0%, -2%
31) O=S(=O)(Nc1ccccn1)c1ccc(Cl)cc1
→ -2%, -4, 2%, 2, -7, -8, -9%, 2%, 13%, 3%
32) COc1cccc(NS(=O)(=O)NC(=O)c2c(C)[nH]c3ccccc23)c1
→ 2%, -1, 1%, -2, -8, 7, 0%, -2%, 6%, 2%
33) O=C(CSc1nnc(-c2ccc(C(F)(F)F)cn2)s1)c1ccccc1
→ 1%, 0, 0%, 0, 0, 1, 0%, -1%, -4%, 3%
34) O=C(CN1C(=O)S/C(=C\C=C\c2ccccc2)C1=O)Nc1ccc(O)cc1
→ 3%, -6, ?, -4, 3, 3, 20%, 3%, -7%, 1%[46.1 µM]
35) CCOc1ccc(NC(=O)CSc2nc(N3CCOCC3)nc(N3CCOCC3)n2)cc1
→ -5%, 3, 7%, /, 6, 18, -7%, 5%, 6%, 2%
36) CC(C)(C)NC(=O)Cn1c(SCC(=O)NC2CCCC2)nc2ccccc21
→ 2%, -1, -9%, 1, -8, -15, -8%, 0%, 2%, 3%
37) Fc1cccc(Nc2nc(-c3ccncc3)nc3ccccc23)c1
→ -20%, 26, 3%, 0, /, -19, -1%, 1%, /, -3%[46.1 µM]

# Screening results (PubChem BioAssay)
